Mito fusion yeast: mitochondrial division inhibition or fusion activation | S. cerevisiae fusion-defective mutant growth rescue, CellTiterGlo 48 h | Potency, µM (top dose mostly 46.1 µM), for inactives: at the highest dose growth rescue (activation), usual class: activators | actives 0.23% (n = 320,000);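 note: potency is the fitted concentration of half-maximal effect; % of control where 0% means no effect; nearly all actives have a fitted effect of over 45% in size; temperature-sensitive fusion mutants such as fzo1-1 at 37 °C on non-fermentable ethanol glycerol medium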
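S. cerevisiae fusion-defective temperature-sensitive mutants (e.g. fzo1-1, mgm1-5) grown 48 h at 37C in YPEG (ethanol/glycerol non-fermentable) medium with 23 nl compound per well; growth rescue read as CellTiterGlo luminescence.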
Menin MLL FP TR: inhibitors of human menin-MLL interaction, mutant MLL peptide. actives 0.23% (n = 270,000). AID 1768. Menin + Texas Red MLL mutant peptide, fluorescence polarization. Potency, µM (highest dose often 61.6 µM), inactives show at the highest dose FP activity change, negative = inhibition, usual class: inhibitors; active = well fitted inhibition curve with a large enough effect in the polarisation, with a control signal flat, not every such curve was filed as active; inconclusive = small, poorly fitted or top-dose-only effect, or effect the other way, or a change in a side signal; inactive = no such curve, though single readings can be large or run the other way; the % refers to the polarisation; note: potency is the fitted concentration of half-maximal effect; % of control where 0% means no effect; many of its hits are not listed in these tables
Target sequence (O00255 whole entry, looked up): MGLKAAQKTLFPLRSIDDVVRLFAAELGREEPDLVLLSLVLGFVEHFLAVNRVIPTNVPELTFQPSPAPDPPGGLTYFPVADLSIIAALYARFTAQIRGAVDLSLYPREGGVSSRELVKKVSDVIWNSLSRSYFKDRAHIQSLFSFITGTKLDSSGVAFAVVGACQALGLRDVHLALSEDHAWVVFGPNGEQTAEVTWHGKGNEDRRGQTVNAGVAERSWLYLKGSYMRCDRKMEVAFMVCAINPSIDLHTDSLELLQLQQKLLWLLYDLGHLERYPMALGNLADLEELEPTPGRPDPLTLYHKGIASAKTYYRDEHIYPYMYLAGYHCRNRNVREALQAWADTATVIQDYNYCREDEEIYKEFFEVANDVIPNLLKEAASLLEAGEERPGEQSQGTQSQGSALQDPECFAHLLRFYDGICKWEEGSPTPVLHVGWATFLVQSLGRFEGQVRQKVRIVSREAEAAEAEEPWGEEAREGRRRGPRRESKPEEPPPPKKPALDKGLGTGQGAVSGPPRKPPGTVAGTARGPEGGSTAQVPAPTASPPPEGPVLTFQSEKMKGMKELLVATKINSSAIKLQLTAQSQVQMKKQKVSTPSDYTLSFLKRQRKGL
USP2a inh: USP2a (human) protease inhibition; O75604; USP2 core, Ub-CHOP2 coupled fluorogenic reporter, 485/531; Potency, µM (doses to about 38.3 µM), without a hit: at the highest dose activity change, negative = inhibition, hits mostly inhibitors; actives 0.01% (n = 330,000); AID 463254;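 note: potency is the fitted concentration of half-maximal effect; plate controls were DMSO wells for no effect and full inhibition by NEM control for full effect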
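Cell-free coupled assay: 10nM USP2 core preincubated 30min RT with compound in Tris-HCl pH 8.0/CaCl2/CHAPS buffer, then 25nM Ub-CHOP2 and 25nM reporter substrate; fluorescence (Ex 485/Em 531) read after 60min RT, normalized to NEM inhibition, concentration-response curves fitted.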
hERG WT inh: inhibitors of human wildtype KCNH2 potassium channel | actives 0.37% (n = 340,000) | activity change, % at 1.84 µM | U2OS, BacMam KCNH2, thallium flux FluxOr; active compounds read low;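 active = maximum activity change below -70%; inconclusive = maximum activity change between -70% and -50%; inactive = maximum activity change above -50%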; note: % is set by controls: 0 for no effect and ±100 for the full control effect
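U2OS cells transduced with wild-type KCNH2 virus are loaded with FluxOr dye for 45 min, and thallium flux is measured in kinetic reads before and after stimulation buffer. Rate constants are normalized to DMSO controls.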
GALK inhibitor: inhibitors of human galactokinase; Potency, µM (top dose mostly 57.5 µM), inactives show top-dose activity change, negative = inhibition, usual class: inhibitors; P51570; AID 1868; actives 0.007% (n = 270,000); Purified GALK, Kinase-Glo residual ATP luminescence; note: potency is the fitted concentration of half-maximal effect; % is set by controls: 0 for no effect and ±100 for the full control effect
Target sequence (P51570 whole entry, looked up): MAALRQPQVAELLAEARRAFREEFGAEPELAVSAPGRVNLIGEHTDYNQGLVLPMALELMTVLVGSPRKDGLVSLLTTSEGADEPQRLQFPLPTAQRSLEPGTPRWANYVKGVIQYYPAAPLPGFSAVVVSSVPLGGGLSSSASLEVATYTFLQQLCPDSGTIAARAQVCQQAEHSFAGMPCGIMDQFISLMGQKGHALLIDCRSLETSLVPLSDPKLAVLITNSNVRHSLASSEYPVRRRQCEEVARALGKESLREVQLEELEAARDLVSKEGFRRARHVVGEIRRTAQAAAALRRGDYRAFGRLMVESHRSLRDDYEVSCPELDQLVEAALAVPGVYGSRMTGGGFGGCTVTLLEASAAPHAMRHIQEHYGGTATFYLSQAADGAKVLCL
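5 nM enzyme, 35 uM ATP, 100 uM galactose, 20 mM HEPES pH8.0, 5 mM MgCl2; 1 h RT; residual ATP by Kinase-Glo Plus luminescence, qHTS format.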
MBNL1 CUG block: blocks human MBNL1 binding to CUG repeat RNA; actives 0.036% (n = 280,000); TR-FRET MBNL1-His/biotin-(CUG)12 binding, 665/545 ratio; Potency, µM (series often up to 57.5 µM), inactives show at the top dose activity change, negative = inhibition, most hits filed as inhibitors; Q9NR56; active = well fitted inhibition curve with a large enough effect in the signal ratio, with a control signal flat, not every such curve was filed as active; inconclusive = small, poorly fitted or top-dose-only effect, or effect the other way, or a change in a side signal; inactive = no such curve, though single readings can be large or run the other way; the % refers to the signal ratio; note: potency is the fitted concentration of half-maximal effect; % is set by controls: 0 for no effect and ±100 for the full control effect
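Compound titration spanned 92 nM–58 uM against the MBNL1-His/biotin-(CUG)12 complex. After 60 min at room temperature with 5 nM streptavidin-XL665 and 0.055 ng/ul terbium anti-His, ratiometric 665/545 nm emission (Ex 340 nm) normalized to controls.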
ASM inhibitor: human S-ASM enzyme inhibition; Potency, µM (top dose mostly 57.5 µM), without a hit: at the top dose activity change, negative = inhibition, actives largely listed as inhibitors; P17405; AID 504937; placental ASM, HMU-PC fluorogenic substrate, 60 min; actives 0.006% (n = 340,000); note: potency is the fitted concentration of half-maximal effect
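HMU-PC0 cleavage (9 uM final) by human placental ASM, 60 min at 37 °C following 10 min compound exposure at RT; stopped at pH 10, fluorescence Ex 386/Em 447 nm.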
TSHR antag: human thyrotropin receptor antagonism | activity change, negative = inhibition, % at 11.5 µM | TSHR-expressing cells, TSH-stimulated cAMP HTRF, 2 h; active compounds read low | actives 0.2% (n = 330,000) | P16473;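 active = activity change below a set negative limit, meaning inhibition stronger than a set level, cut at about -70% in these data; inconclusive = activity change between two set negative limits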; note: % is set by controls: 0 for no effect and ±100 for the full control effect
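TSHR-expressing cells were treated with compounds, then stimulated with TSH at EC80 (4nM final) for 2 hours at 37 deg C. Cellular cAMP was measured by HTRF competition between lysate cAMP and cAMP-d2 for a cryptate-labelled anti-cAMP antibody.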
Eya2 phos inh: inhibitors of human Eya2 phosphatase activity; O00167; recombinant Eya2, OMFP fluorescence dephosphorylation (OMFP is methylfluorescein phosphate); Potency, µM (doses to about 76.9 µM), for inactives: top-dose activity, negative = inhibition, most hits filed as inhibitors; actives 0.006% (n = 330,000); AID 488837; note: potency is the fitted concentration of half-maximal effect; % is set by controls: 0 for no effect and ±100 for the full control effect
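Eya2 protein (added as 0.2 uM solution) was preincubated with compound for 10 min at ambient temperature in 50 mM HEPES pH 7.5, 50 mM NaCl, 5 uM MgCl2, 0.05% BSA, 1 mM DTT. OMFP (added at 50 uM) then reacted 10 min; fluorescence read at 485/525 nm.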
BCR signal inh: blocks chronic active B-cell receptor signaling. ABC-DLBCL IkBa-CBG/CBR reporter, luminescence ratio, 4 h. Potency, µM (series often up to 46.1 µM), without a hit: at the highest dose ratio change, negative = lower green/red ratio, actives largely listed as inhibitors. actives 0.05% (n = 340,000). AID 493014; active = well fitted inhibition curve with a large enough effect in the signal ratio, with a control signal flat, not every such curve was filed as active; inconclusive = small, poorly fitted or top-dose-only effect, or effect the other way, or a change in a side signal; the % refers to the signal ratio;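 note: potency is the fitted concentration of half-maximal effect; plate controls were basal doxycycline-induced cells for no effect and cells given 10 µM MG132 for full effect; MG132 reads +100%, hits lower the ratio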
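TMD8 human ABC-DLBCL cells with doxycycline-inducible IκBα–green luciferase fusion and unfused red luciferase, in 0.5% FBS medium; compounds up to 46 uM, 4 h at 37C. Green/red luminescence ratio, filter-overlap corrected, fitted to concentration-response curves.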
PKM2 activator: activators of human pyruvate kinase M2 | P14618 | purified PKM2, Kinase-Glo ATP luminescence, activation; response scale: 0% is enzyme alone, no compound | Potency, µM (series often up to 57.5 µM), for inactives: top-dose activation, usual class: activators | actives 0.34% (n = 260,000) | AID 1631; note: potency is the fitted concentration of half-maximal effect; % is set by controls: 0 for no effect and ±100 for the full control effect; nearly all actives have a fitted effect of over 55% in size
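hPK-M2, >95% pure; 0.1 mM ADP / 0.5 mM PEP final; imidazole pH7.2 buffer w/ 7 mM MgCl2, 50 mM KCl; 1 h RT; Kinase-Glo lum. Intermediate enzyme activity for dual inhibitor/activator qHTS.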
Numbers without * were called inactive; u = inconclusive; x = not tested or not shown; [ ] = another dose, or the depositor's remark. Unless noted, calls come from the whole dose curve; as a rule, active = well fitted curve in the direction sought with a large enough effect; inconclusive = small, poorly fitted or top-dose-only effect, or another doubt; inactive = no such curve, though single readings can be large; an effect the other way counts as inactive or inconclusive.

Values run as follows: Mito fusion yeast, Menin MLL FP TR, USP2a inh, hERG WT inh, GALK inhibitor, MBNL1 CUG block, ASM inhibitor, TSHR antag, Eya2 phos inh, BCR signal inh, PKM2 activator
Cc1ccc(C(=O)OCC(=O)NCCc2ccccc2)cc1C
 : 13%, x, -1%, -8, x, x, -1%, -10, -6%, u, x
CCOC(=O)CSC1=N/C(=C\c2ccc(OC)c(OC)c2)C(=O)N1C
 : u, 0%, 0%, -2, x, 20%[11.5 µM], 81%[activator], -8, -14%, -16%, -2%
CC(=O)C(C)n1cnc2scc(-c3ccc(C)cc3)c2c1=O (stereo not drawn)
 : 1%, -3%, -2%, 2, 0%, -3%, -2%, -8, -1%, -17%, -1%
C#CCOCCOCCOCCNc1nc(N2CCN(C(=O)C([C@@H](C)CC)n3cc(C(N)Cc4ccc(O)cc4)nn3)CC2)nc(N2CCN(C(=O)[C@H](CCC(=O)O)n3cc(C(N)CC(C)C)nn3)CC2)n1 (stereo partly drawn)
 : 0%, 10%, 4%, -3, 0%, -6%, 6%, 4, -2%, 18%, 0%
Cc1cc(CN2C(=O)c3ccccc3C2=O)cc(N2CCOCC2)c1
 : -3%, -16%[11.7 µM], 0%, -294*, 3%, u, 0%, -8, 0%, -21%, 1%
O=C1O/C(=C/c2ccccc2)N=C1c1ccccc1
 : 25%, 3%, 2%, -1, x, 4%[11.5 µM], 9%, 6, 5%, -1%, -1%
CC(C)(C)NC(=O)CSc1nc2scc(-c3ccccc3)c2c(=O)[nH]1
 : 8%, 13%, 2%, 15, 0%, 46%[activator], -2%, -6, 3%, 8%, -5%
C/C=C/C(=O)OCC(=O)Nc1cc(-c2cc(C)c(C)cc2C)nn1-c1ccccc1
 : 9%, 8%, 2%, 6, -4%, 8%, 0%, 6, -7%, 0%, -3%
CCc1ccc(OCCNC(=O)c2cccs2)cc1
 : 2%, x, -1%, -1, 1%, -15%, 0%, -35, 1%, -26%, -5%
O=C(NCc1ccccc1Cl)C1CCCN(S(=O)(=O)c2cccc3nsnc23)C1 (stereo not drawn)
 : 4%, -5%, 2%, 0, 1%, u, -1%, 1, -15%, 7%, -1%
CCCCCCc1cc2cc(-c3nnc(-c4ccccc4O)o3)c(=O)oc2cc1O
 : 2%, 2%, 24%, -28, 6%, -4%, 34%[activator], -17, 18%, -1%, -3%
CC(OC(=O)c1ncc(Cl)c(Cl)c1Cl)C(=O)NC1(C#N)CCCCC1 (stereo not drawn)
 : 1%, x, 0%, 2, x, x, -3%, -9, 4%, 15%, x
CCOc1ncccc1C(=O)OCc1csc(CC(=O)Nc2ccccc2C)n1
 : -1%, x, 1%, 6, x, x, -4%, -5, -9%, -1%, x
COC(=O)c1ccc(/C=C/c2c(-c3ccc(OC)cc3)oc3ccccc23)cc1
 : 6%, u, 1%, 8, x, 1%, x, 17, -3%, 4%, -2%
Oc1cccnc1SCc1ccccc1
 : -3%, x, 0%, -6, x, x, 1%, 3, 0%, u, x
CC(C)(C)c1ccc(C(CC(=O)O)NC(=O)Cc2ccc(F)cc2)cc1 (stereo not drawn)
 : 5%, 3%, 3%, x, 0%, 1%, x, -5, -2%, 1%, 5%
CCn1cnc2sc(C(=O)Oc3cccc(C)c3)c(C)c2c1=O
 : 27%, 20%, 15%, -1, -3%, -6%, -5%, -20, 14%, u, 8%
CCc1nc(SCC(=O)c2ccc(C)c(C)c2)n[nH]1
 : 8%, -1%, -2%, 7, 4%, 9%, 5%, -2, 1%, -10%, 3%
C/C(=N\Nc1ncc(Cl)cc1Cl)c1ccc(S(=O)(=O)NCc2ccco2)cc1
 : 7%, 20%, 2%, -1, x, 19%, -6%, -1, -5%, u, 11%
CCc1cccc2c(=O)c(C(=O)NCCCOC)c[nH]c12
 : 4%, u, -1%, -6, -2%, -17%, -4%, 12, 5%, -18%, -1%
Cc1c(NC(=O)c2ccc(F)c(S(=O)(=O)N3CCOCC3)c2)c(=O)n(-c2ccccc2)n1C
 : 0%, 6%, 0%, -2, 3%, -11%, -2%, 7, -3%, 1%, 5%
CCCN1CCN(C(=O)c2ccc3nc(CC)c(CC)nc3c2)CC1
 : -2%, 7%, 2%, -2, x, 2%, -2%, 2, 2%, -4%, x
CC1(C)CC(=O)C(CO)=C(c2cccc3ccccc23)C1=O
 : -9%, x, 4%, 2, x, x, 4%, 18, 5%, 0%, x
CCOC(=O)c1cc(NC(=O)c2ccc(C)cc2)c(=O)oc1C(F)(F)F
 : -12%, 1%, -1%, -1, 1%, x, 1%, -15, 6%, 1%, -1%
CCOC(=O)/C(=C/C=C/c1ccccc1)NC(=O)c1ccccc1
 : 12%, 13%, 0%, 4, 1%, 19%, -2%, 5, 3%, 0%, 5%
Cc1ccc(S(=O)(=O)NCCC(=O)NNC(=O)c2ccccc2O)cc1C
 : -4%, x, -6%, -26, x, x, -3%, 4, 0%, -4%, x
C=C1CCN(Cc2ccccc2)S(=O)(=O)c2ccccc21
 : -38%[inhibitor], 30%[activator], 3%, -1, 2%, -1%, -1%, -5, -3%, 1%, 0%
CCOC(=O)c1c(NC(=O)CSc2nnc(-c3ccncc3)n2Cc2ccco2)sc(C)c1C
 : 2%, -3%, 0%, 17, 0%, -5%, -1%, -3, -7%, u, 1%
O=C(CC1C(=O)NCCN1Cc1cccc(Oc2ccccc2)c1)NCCc1cnccn1 (stereo not drawn)
 : -3%, -18%, -2%, 14, 3%, 8%, -6%, 7, 0%, -3%, -1%
COc1ccc(C(=O)Nc2ccc(S(=O)(=O)N3CCOCC3)cc2)cc1OC
 : -21%, x, 0%, 4, 0%, 2%, 0%, 10, -7%, -16%, 0%
Cc1nn(Cc2ccccc2Cl)c(C)c1NC(=O)CSc1n[nH]c(C)c1[N+](=O)[O-]
 : -6%, 0%, 2%, x, x, -8%, x, -3, -1%, 1%, -4%
Nc1[nH]nc2c1NN(c1ccc(Cl)cc1Cl)N2
 : -10%, u, 1%, 13, 0%, 9%, 1%, -10, -2%, u, -4%
CC1(C)Oc2ccc3ccc(=O)oc3c2/C(=C/N)C1=O
 : 0%, -7%, -1%, -3, -1%, u, 2%, 8, -9%, u, 1%
N#Cc1cc2sc3nnc(-c4ccncc4)n3c2cc1C#N
 : -6%, 11%, 6%, -3, -2%, u, -4%, -19, 0%, 2%, 0%
NNC(=O)CNC(c1ccccc1)c1cc(Br)ccc1NC(=O)c1cccc(Cl)c1 (stereo not drawn)
 : 5%, 10%, 0%, 2, 2%, -3%, -3%, 2, 9%, 2%, 0%
COC(=O)[C@H](Cc1ccccc1)NC(=O)NCc1ccc(S(N)(=O)=O)cc1
 : -4%, 12%, -1%, 0, 0%, u, 6%, -1, -36%, u, 4%
COCCn1c(SCC(=O)Nc2ccc(C(C)=O)cc2)nc2c([nH]c3ccccc32)c1=O
 : 1%, x, 0%, 0, -1%, 3%, -2%, -17, 0%, 2%, 0%
Cc1c(OCC(=O)NC(Cc2ccc(Cl)cc2)C(=O)O)ccc2c3c(c(=O)oc12)CCCC3 (stereo not drawn)
 : -3%, -2%, 1%, 4, x, -2%, -3%, -9, u, 0%, 2%
CC(=O)N(CC(=O)O)c1ccccc1C(=O)O
 : 3%, 12%, 2%, -8, 7%, 1%, 0%, 14, -2%, -1%, -6%
O=[N+]([O-])c1ccc2nc(-c3ccc(Cl)cc3)n(OCc3ccccc3)c2c1
 : 1%, 17%, 0%, 4, -2%, 3%, 3%, -3, -6%, 9%, -7%
N/C(=N\OC(=O)COc1ccc([N+](=O)[O-])cc1)c1ccncc1
 : -8%, 12%, 0%, 1, 2%, 2%, -2%, 5, -2%, -1%, -5%

Some of the compounds tested; the hit share may differ from the screen's.
